Screens as filed in PubChem.
KB-3-1 tox – KB-3-1 parental cell cytotoxicity. KB-3-1 viability, CellTiter-Glo ATP luminescence, 72 h. Potency, µM (top dose mostly 46.1 µM), without a hit: at the top dose activity change, negative = cytotoxic, hits mostly cytotoxic. 1.4% of 400,000 active. AID 1347075; further: potency means the concentration at half of the fitted maximal effect; on the % scale 0 is the no-effect control and ±100 the full control effect; nearly all actives have a fitted effect of over 60% in size
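Screening of KB-3-1 cells (DMEM, 10% FBS, phenol-red free) ran from lowest to highest compound concentration; after 72 h at 37 °C viability was read luminescently and curves fitted.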
IL1B secr inh – inflammasome signaling inhibition, IL-1 beta readout; THP-1 LPS/ATP IL-1B secretion, AlphaLISA, 16 h; stronger effect = lower value; activity change, % at 57.5 µM; 4.7% of 360,000 active; in the data active means activity change below about -50%; inconclusive means mostly about -30% to -49%; further: on the % scale 0 is the no-effect control and ±100 the full control effect
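THP-1 cells pretreated 1 hr with compounds (up to 57.5 uM final), then stimulated with LPS (250 ng/mL final) plus ATP (1.25 mM final); secreted IL-1B measured by AlphaLISA after 16 hr, decreased signal indicating inhibition.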
GLP1R cytotox – cytotoxic in the GLP-1 receptor inverse agonist counter-screen; HEK293 cAMP-luciferase reporter cells, luminescence, 24 h; Potency, µM (series often up to 38.3 µM), for inactives: at the top dose activity change, negative = inhibition, usual class: inhibitors; 0.13% of 410,000 active; AID 624418;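 further: loss of luciferase light is scored as toxicity; potency means the concentration at half of the fitted maximal effect; on the % scale 0 is the no-effect control and ±100 the full control effect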
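Compound-treated cells are incubated 24 hr at 37 deg C under 5% CO2 after a 12 hour attachment period, then luciferase detection reagent is added and luminescence is measured following 12 min at room temperature; lowered signal indicates toxicity.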
HT1080 IDH1KD tx – kills HT-1080 cells with IDH1 knockdown. HT-1080 IDH1 knockdown viability, ATP luminescence, 48 h. Potency, µM (doses to about 46.1 µM), inactives show top-dose activity, negative = toxicity, hits mostly cytotoxic. 2% of 360,000 active. AID 686971;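 further: potency means the concentration at half of the fitted maximal effect; 0% = DMSO wells and -100% = cell-free medium wells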
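In this qHTS, HT-1080 cells depleted of IDH1 are exposed for 48 h at 37 °C to compound titrations. Toxicity is scored from CellTiter-Glo luminescence, with DMSO as full viability and medium alone as none.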
MCF10A rereplic – DNA re-replication induction in MCF 10a cells. MCF 10A DNA re-replication, Hoechst nuclear intensity, 48 h. Potency, µM (series often up to 46.1 µM), inactives show at the top dose activity, positive = re-replication, hits mostly activators. 2.9% of 350,000 active. AID 624296; further: potency means the concentration at half of the fitted maximal effect; % of control where 0% means no effect; nearly all actives have a fitted effect of over 50% in size
SW480 rerep – inducers of DNA re-replication in SW480 colon cancer cells | SW480 DNA re-replication, Hoechst DNA content imaging, 48 h | Potency, µM (titrated, usually from 46.1 µM), inactives show at the top dose re-replication activation, usual class: activators | 1.8% of 340,000 active | AID 624297; further: potency means the concentration at half of the fitted maximal effect; % of control where 0% means no effect; nearly all actives have a fitted effect of over 55% in size
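Per well, 250 cells were exposed to pinned compound for 48 hr. Nuclear DNA was visualised with Hoechst (40 min, 37 C) and total object intensity recorded by fluorescence scanning.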
KB-V1 cytotox – kills drug-selected multidrug resistant KB-V1 cells; 3.4% of 400,000 active; AID 1347076; Potency, µM (doses to about 46.1 µM), without a hit: at the top dose activity change, negative = cytotoxicity, actives largely listed as cytotoxic; KB-V1 MDR cells viability, CellTiter-Glo, 72 h; further: potency means the concentration at half of the fitted maximal effect; on the % scale 0 is the no-effect control and ±100 the full control effect; nearly all actives have a fitted effect of over 60% in size
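Following 72 h at 37 degrees C with compound, KB-V1 cell viability was read by CellTiter-Glo luminescence, medium being phenol-red-free DMEM plus 10% FBS; concentration-response parameters came from normalized, curve-fitted qHTS data.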
DRD3 agonist – D3 dopamine receptor (human) agonism | 0.58% of 410,000 active | D3R DiscoveRx beta-arrestin cells, luminescence, 90 min | max activation, % | P35462; in the data active means max activation above about 30%; further: 0% is about no effect; mostly tested at two doses, the higher about 12 µM
Target sequence (P35462 whole entry, looked up): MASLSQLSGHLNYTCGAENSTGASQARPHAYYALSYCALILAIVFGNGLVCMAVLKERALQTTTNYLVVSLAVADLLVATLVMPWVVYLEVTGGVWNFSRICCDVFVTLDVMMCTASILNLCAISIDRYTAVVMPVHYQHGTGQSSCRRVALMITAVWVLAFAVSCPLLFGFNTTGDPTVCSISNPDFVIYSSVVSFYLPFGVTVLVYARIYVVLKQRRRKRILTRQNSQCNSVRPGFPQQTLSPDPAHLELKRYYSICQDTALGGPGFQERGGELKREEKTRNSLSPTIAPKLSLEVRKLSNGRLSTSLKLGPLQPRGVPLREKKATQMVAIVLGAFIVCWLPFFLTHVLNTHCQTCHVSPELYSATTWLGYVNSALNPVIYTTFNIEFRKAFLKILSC
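Agonist mode: compounds and dopamine controls were applied to plated cells for 90 min at 37 degrees C after an overnight attachment at 1500 cells/well. Luminescent read-out followed 30 - 60 minutes at room temperature with DiscoveRx detection reagent.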
HT1080-NT tox – kills 2HG-producing HT-1080-NT fibrosarcoma cells | HT-1080-NT fibrosarcoma viability, CellTiter-Glo ATP luminescence, 48 h | AID 686970 | Potency, µM (highest dose often 46.1 µM), for the others: top-dose activity, negative = less viability, most hits filed as cytotoxic | 1.6% of 360,000 active;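 further: NT is the 2HG producing partner of a matched IDH1 knockdown line; potency means the concentration at half of the fitted maximal effect; 0% = DMSO-treated cells and -100% = media-only wells without cells; nearly all actives have a fitted effect of over 55% in size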
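Compounds were tested in concentration-response format on HT-1080-NT cells for 48 hours at 37 degrees C. Cell viability came from CellTiter-Glo luminescence; curves were classified by r2, response magnitude and activity.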
Starred values were filed as active, the others as inactive; i = inactive; ? = inconclusive; nt = not tested or not shown; [ ] = remark or other dose. Unless noted, the call rests on the fitted dose curve; in most records, active means well fitted curve in the direction sought with a large enough effect; inconclusive means small, poorly fitted or top-dose-only effect, or another doubt; inactive means no such curve, though single readings can be large; an effect the other way counts as inactive or inconclusive. Compounds as they come (roughly 11% active in at least one column).

SMILES	KB-3-1 tox	IL1B secr inh	GLP1R cytotox	HT1080 IDH1KD tx	MCF10A rereplic	SW480 rerep	KB-V1 cytotox	DRD3 agonist	HT1080-NT tox
CC(C)CNc1nc(Oc2ccc(=O)n(-c3ccccc3)n2)nc(N2CCOCC2)n1	-10%	13	-20%	-1%	-1%	1%	?	1	-1%
CCOc1ccc(NC(=O)Cn2nc(-c3ccccc3Cl)n(CC)c2=S)cc1	?	-6	-8%	-8%	2%	0%	?	1	0%
CN1CCN(CCCCOc2ccc(F)cc2)CC1	2%	18	-10%	12%	2%	3%	-7%	-15	13%
Cc1cc(C)n2nc(-c3cccnc3)nc2n1	17%	-8	-4%	8%	2%	3%	?	5	7%
O=C1CC/C=C\C[C@@H](CC(=O)N(CCO)Cc2ccccc2)C(=O)N[C@H](Cc2ccccc2)CO1	19%	-2	2%	4%	-3%	-3%	0%	-7	-1%
O=C(Nc1ccc(C(F)(F)F)cc1)c1cccc(-n2cnnn2)c1	-15%	10	-21%	1%	-1%	-10%	16%	-9	1%[9.24 µM]
COc1cccc(NC(=O)CN(C)C(=O)c2c(-c3ccccc3)noc2C)c1	0%	0	7%	-1%	10%	-2%	?	6	2%
CNC(=O)N1CCC(C(=O)c2c(C)c(C)c(C)c(C)c2C)CC1	-18%	-5	-12%	4%	3%	-17%	-15%	4	5%
C[N+](C)(C)CCOC(=O)C1(c2ccccc2)CCCC1	2%	-8	-3%	5%	-3%	2%	19%	-3	0%
O=C(O)CNC(=O)/C(=C/c1cccc([N+](=O)[O-])c1)NC(=O)c1ccco1	0%	6	14%	7%	-7%	-5%	0%	7	18%
Clc1cccc(N=NN2CCOCC2)c1Cl	-3%	27	11%	4%	7%	-8%	16%	4	-2%
O=C(COC(=O)c1cc(S(=O)(=O)N2CCCCC2)ccc1Cl)NC1CCCCC1	-1%	6	-8%	1%	nt	nt	24%	-2	4%
CCO[C@H]1OC(C(=O)N2CCN(Cc3ccc4c(c3)OCO4)CC2)=C[C@@H](C2CCCCC2)[C@@H]1CCCO	0%	5	10%	-14%	7%	-8%	-25%	-34	-10%
CCN(CC(=O)N1CCN(Cc2ccccc2)CC1)S(=O)(=O)c1ccc(C)cc1	-10%	5	-4%	10%	0%	2%	?	-6	4%
CCCC(C)C(=O)Nc1ccc2c(c1)OCCO2 (configuration not stated)	13%	16	-10%	20%	-3%	0%	-1%	-1	22%
CC1CC(C)CN(C(=O)CSc2nnc(CSc3ncccn3)n2C)C1 (configuration not stated)	3%	-14	-20%	12%	0%	0%	2%	2	19%
Cc1ccc(/C=C2\SC(=S)N(CCCC(=O)Nc3ccc(O)cc3)C2=O)cc1	2%	20	-42%	-11%	15%	-1%	9%	-4	-2%
COc1cccc(N(C(=O)Cn2nnc(-c3ccc(C)o3)n2)C(C(=O)NC(C)(C)C)c2cccs2)c1 (configuration not stated)	-14%	50	-14%	13%	-1%	1%	-1%	-2	11%
OCCOCCNc1ncnc2nc[nH]c12	-4%	-26	2%	-1%	12%	-1%	-14%	-1	0%
CCc1ccc2c(c1)C(c1cccs1)=NNC(c1cccnc1)=N2	-3%	-2	2%	-13%	6%	-19%	0%	-1	-1%
Cc1nn(C)cc1C(C)NCc1c(C(=O)N2CCCCCCC2)nc2ccc(Cl)cn12 (configuration not stated)	-1%	4	-10%	2%	19%	-42%[inhibitor]	-7%	-6	9%
CCCC1(C)Nc2ccccc2-c2nc3ccccc3n21 (configuration not stated)	0%	-1	-9%	1%	-2%	-12%	6%	1	-8%
COC(=O)c1cc(OC)c(OC)c(OC)c1[N+](=O)[O-]	-8%	28	-9%	-2%	2%	-6%	-1%	-2	6%
O=C(CCN1C(=O)C2C3C=CC(C4CC34)C2C1=O)OCC(=O)c1ccccc1 (configuration not stated)	nt	7	7%	-3%	7%	-5%	nt	-6	1%
Cc1cc(C(F)(F)F)c2c(N)c(C(=O)Nc3cc(C)on3)sc2n1	2%	?	125%[activator]	24%	?	33%	-24%	-5	25%
CCc1ccccc1N1CC23C=CC(O2)C(C(=O)O)C3C1=O (configuration not stated)	1%	-9	5%	-2%	-3%	-6%	-1%	-4	13%
COc1cc(CC(=O)N/N=C/c2ccc([N+](=O)[O-])cc2)c([N+](=O)[O-])cc1OC	-4%	15	4%	-2%	-4%	0%	13%	-10	2%
COc1cc(C(=O)N2CCN(CC(O)COc3ccccc3)CC2)cc(OC)c1OC (configuration not stated)	-4%	6	2%	0%	0%	-9%[9.22 µM]	-2%	14	8%
CCc1cc(S(N)(=O)=O)cc(CC)c1NC(C)=O	10%	15	12%	10%	?	-31%	7%	2	9%
COc1ccc(-c2ccc3nnc(SCC(N)=O)n3n2)cc1	23%	-6	6%	3%	-5%	?	17%	3	0%
CCc1ccc(OCC(=O)N(Cc2cccs2)c2ccc(Cl)cc2)cc1	3%	nt	-2%	nt	nt	nt	-27%	-5	nt
Cc1ccc(S(=O)(=O)N2C3CCCCC3O[C@H]2CC(=O)c2ccc(F)cc2)cc1 (some centres not stated)	-19%	?	1%	-6%	nt	nt	?	-2	0%
CCC(C)C(=O)Nc1ccccc1N1CCN(c2ccc(F)cc2)CC1 (configuration not stated)	?	-7	26%	-21%	?	0%	?	5	-15%
O=C(N1CCOCC1)N(Cc1ccccc1)c1ccccn1	-3%	-6	-6%	2%	2%	-8%	1%	1	5%
O=C(Nc1nnc(SCc2ccc(F)cc2)s1)c1cccnc1Cl	10%	7	-11%	0%	1%	-45%	14%	5	-2%
O=C(Nc1ccc(Nc2ccccc2)cc1)c1ccccc1	-15%	-27	-14%	-3%	-1%	?	-17%	-2	-4%
C[C@@H]1CN([C@@H](C)CO)C(=O)Cc2cc(NS(=O)(=O)c3ccccc3)ccc2O[C@H]1CN(C)S(C)(=O)=O	-5%	17	1%	12%	-8%	-4%	-1%	-14	0%
Cc1ccc(Sc2c(O)c3ccccc3n(C)c2=O)cc1	-4%	4	-8%	14%	-1%	-270%[inhibitor]	0%	1	11%
Cc1ccc(OC(=O)N(C)C[C@@H]2OCc3cn(nn3)CCCC(=O)N([C@H](C)CO)C[C@H]2C)cc1	9%	-13	14%	7%	nt	nt	-3%	-9	-7%
CCN1CCN(CCCN(Cc2cccs2)C(=S)Nc2ccccc2C)CC1	-2%	-6	-4%	7%	?	-4%	-9%	-9	1%

Of the compounds above, 3 contain a nitro group on carbon:
SMILES	KB-3-1 tox	IL1B secr inh	GLP1R cytotox	HT1080 IDH1KD tx	MCF10A rereplic	SW480 rerep	KB-V1 cytotox	DRD3 agonist	HT1080-NT tox
O=C(O)CNC(=O)/C(=C/c1cccc([N+](=O)[O-])c1)NC(=O)c1ccco1	0%	6	14%	7%	-7%	-5%	0%	7	18%
COC(=O)c1cc(OC)c(OC)c(OC)c1[N+](=O)[O-]	-8%	28	-9%	-2%	2%	-6%	-1%	-2	6%
COc1cc(CC(=O)N/N=C/c2ccc([N+](=O)[O-])cc2)c([N+](=O)[O-])cc1OC	-4%	15	4%	-2%	-4%	0%	13%	-10	2%

(cont.)
SMILES	KB-3-1 tox	IL1B secr inh	GLP1R cytotox	HT1080 IDH1KD tx	MCF10A rereplic	SW480 rerep	KB-V1 cytotox	DRD3 agonist	HT1080-NT tox
Cc1ccc(C2=CC(=O)C[C@H](c3ccc(F)cc3)C2)cc1	8%	0	1%	4%	?	-5%	7%	5	10%
COc1ccc(N(CC(=O)N/N=C/c2ccco2)S(=O)(=O)c2ccccc2)cc1Cl	-6%	-9	-1%	6%	-3%	0%	-5%	1	5%
CCn1c(SCC(=O)N(C)CC(=O)Nc2ccc(F)c(F)c2F)nnc1-c1ccco1	20%	i	-8%	13%	1%	-28%	-20%	2	2%
C=CCn1c(SCC(=O)Nc2c(C)n(C)n(-c3ccccc3)c2=O)nnc1-c1cccnc1	0%	20	14%	0%	1%	-9%	20%	-4	-9%
C=C(C)CSc1nnc2n(C)c(=O)c3c4c(sc3n12)CCC4	-20%	13	-5%	2%	6%	-9%	0%	2	2%
Cc1cccc2cc(CN(Cc3ccco3)C(=O)c3cccs3)c(=O)[nH]c12	?	3	0%	2%	5%	-1%	-28%	-1	0%
CCN1CCN(C(=S)Nc2cccc(Cl)c2)CC1	-2%	13	-22%	-10%	0%	-1%	2%	-2	2%
CCC(=O)c1cc2c(cc1NC(=O)c1cccs1)OCCO2	-6%	9	11%	1%	0%	15%	1%	-1	-1%
CCCCn1c(N)c(N(CCOC)C(=O)c2cc(CC)c(C)s2)c(=O)[nH]c1=O	0%	2	8%	7%	0%	-7%	30%	7	-1%
CSc1ccccc1OCc1cc(C(=O)N2C[C@H]3CC[C@H]2C3)no1	?	-9	10%	-14%	10%	-2%	?	3	-4%
C#CCOCCOCCOCCNc1nc(N2CCN(C(=O)[C@H](CCC(=O)O)n3cc(C(N)CC(C)C)nn3)CC2)nc(N2CCN(C(=O)[C@H](Cc3cc4ccccc4[nH]3)n3cc(C(N)[C@H](C)CC)nn3)CC2)n1 (some centres not stated)	8%	-1	2%	0%	16%	1%	12%	12	9%
O=C(c1ccc(Oc2ccc(C(F)(F)F)cn2)cc1)N1CCN(c2ccccc2)CC1	?	-10	5%	-26%	26%	-3%	21µM*	-12	-14%
COCCn1c(=N)c(C(=O)NCC2CCCO2)cc2c(=O)n3ccccc3nc21 (configuration not stated)	-7%	nt	nt	nt	nt	nt	?	7	nt
CCn1c(=O)c(C(=O)NCCc2ccc(OC)c(OC)c2)c(O)c2ccccc21	-3%	11	2%	0%	?	8%	-25%	1	-7%
O=C1NC(c2cccc([N+](=O)[O-])c2)Oc2ccccc21 (configuration not stated)	-5%	-2	16%	16%	1%	-10%	18%	1	4%
Cc1oc(C(C)(C)C)c(CN2CCOCC2)c1C(=O)O	19%	18	-3%	13%	3%	1%	1%	5	11%
